# HT1080 viability = HT1080 cell viability loss – fluorescence readout (AID 620). 87,000 compounds, 0.42% hits. one-dose cytotoxicity, % at 10 µM; EC50 in µM for titrated hits. HT1080 viability, fluorescence; higher % means a stronger effect;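 further: cells exposed to compound overnight then 4 h with Alamar Blue; 0% = vehicle DMSO and 100% = killing control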
# Bfl-1 inhibitors = Bfl-1 inhibitors, primary screen, biochemical, fluorescence polarization, FITC-Bid, mouse (AID 432). FITC-Bid BH3 peptide fluorescence polarization displacement; higher % means a stronger effect. displacement, % at 20 µM; hits with a dose series show IC50 in µM. 64,000 compounds, 0.02% hits; in the data active means a potency from the dose series; inactive means the rest, 99 in 100 with displacement below about 15%; further: strong numbers were not always called active
# Alkaline phosphatase = human TNAP enzyme inhibitors, biochemical, luminescent (AID 518); inhibition, % at 20 µM; hits with a dose series show IC50 in µM; 64,000 compounds, 0.09% hits; purified TNAP enzyme, luminescent substrate readout; higher % means a stronger effect; in the data active means a potency from the dose series; inactive means the rest, 99 in 100 with inhibition below about 22%;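 further: plate controls were vehicle for no effect and reference inhibitor for full effect; many of its hits are not listed in these tables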
# Spn MK inh = inhibitors of Streptococcus pneumoniae mevalonate kinase; purified MK, PK/LDH-coupled NADH absorbance 340 nm; inhibition, % at 10 µM; 65,000 compounds, 0.48% hits; AID 555;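 active means ranked among the strongest by inhibition in the single 10 µM screen, a fixed top-ranked set picked for dose follow-up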; further: no value below 0 was filed
# PMK inhibit = S. pneumoniae PMK inhibition | 65,000 compounds, 0.49% hits | purified PMK, PK/LDH-coupled NADH absorbance 340 nm | inhibition, % at 10 µM;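 active means top-ranked compounds by inhibition in the single 10 µM screen, taking a fixed number of the strongest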;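 further: 0% = full reaction with DMSO carrier and 100% = background rate without enzyme reaction; no value below 0 was filed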
# Spn DPM-DC inh = S. pneumoniae DPM-DC inhibition; purified DPM-DC, PK/LDH coupled NADH fluorescence; calls only at 10 µM; 65,000 compounds, 0.49% hits; AID 556;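 active means the 320 compounds with the highest percent inhibition in the single-dose primary screen, excluding strongly autofluorescent ones, cut at about 32% in these data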;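 further: kinetic rate of NADH fluorescence loss reporting ADP formed by the decarboxylase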
# LYP inhibition = LYP phosphatase inhibitors, primary screen, biochemical, DiFMUP fluorescence, recombinant catalytic domain, 10 µM (AID 606). recombinant LYP catalytic domain, DiFMUP fluorescence; higher % means a stronger effect. 52,000 tested, under 10 active. inhibition, % at 10 µM; hits with a dose series show IC50 in µM;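 active means IC50 under 40 µM in the dose-response test; inactive means IC50 of 40 µM or more, or never dose-tested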
# HPDE-C7 cytotoxicity = cytotoxicity in HPDE-C7 cells, cell-based, fluorescence, HTS (AID 430); HPDE-C7 pancreatic duct cells viability, fluorescence; higher % means a stronger effect; cytotoxicity, % at 10 µM; hits with a dose series show EC50 in µM; 63,000 compounds, 1.8% hits;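 further: cells exposed to compound for 48 hours before viability readout; 0% = vehicle and 100% = reference cytotoxic drug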
# KRASV12 cytotoxicity = cytotoxicity in KRAS-transformed pancreatic duct cells, primary screen, cell-based, fluorescence, HTS (AID 431). HPDE-C7K KRASV12 cells, Alamar Blue viability, 48 h; higher % means a stronger effect. cytotoxicity, % at 10 µM, or EC50 in µM where a hit was titrated. 63,000 compounds, 1.7% hits;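 active means compounds whose percent cytotoxicity in the single-dose primary screen, scaled between solvent and toxic-drug controls, exceeds 50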;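 further: 0% = DMSO solvent wells and 100% = doxorubicin-treated wells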
# PMK inhibit pilot replicates = recorded beside PMK inhibit, whose call it bears; inhibition, %; measured here: pilot screen replicates
# Spn MK inh pilot replicates = further read-out of Spn MK inh, marked with its call; inhibition, %; measured here: pilot screen replicates
# Spn DPM-DC inh pilot screen % = second read-out of Spn DPM-DC inh, no call of its own (marks repeat the call); inhibition, %; measured here: pilot screen trials
# An asterisk follows results filed as active; i = inactive; . = not tested or not shown. Unless noted, no stated cut-off is given here; in the data, active means cytotoxicity above about 50%; inactive means the rest.
SMILES,HT1080 viability,Bfl-1 inhibitors,Alkaline phosphatase,Spn MK inh,Spn MK inh pilot replicates,PMK inhibit,PMK inhibit pilot replicates,Spn DPM-DC inh,LYP inhibition,HPDE-C7 cytotoxicity,KRASV12 cytotoxicity,others
CCOC(=O)c1ccccc1NCN1C(=O)CSC1=O,-1.7%,-7.1%,7.5%,4.0,.,29.0*,.,.,2.8%,-1.8%,2.7%,
COc1ccc2c(Cl)c(-c3nnco3)sc2c1,11.6%,.,.,5.0,.,3.0,.,i,11.7%,.,.,
Cc1cnc(NC(=O)CSc2nc3ccccc3c(=O)[nH]2)s1,4.2%,1.9%,16.9%,7.0,0.0,1.0,1.0,i,6.8%,-1.4%,18.8%,Spn DPM-DC inh pilot screen %=0.0
CCOc1ccc2nc(N3CCOCC3)nc(C)c2c1,20.4%,-3.4%,2.1%,5.0,.,4.0,.,.,9.5%,13.2%,11.1%,
CCOC(=O)C(C(=O)OCC)C(=O)c1cc(OC)c(OC)c(OC)c1,-11.7%,3.9%,0.0%,2.0,.,14.0,.,i,.,5.0%,5.7%,
CCSc1nc2c(c(=O)[nH]c(=O)n2C)n1C/C=C(/C)Cl,-3.1%,3.0%,-4.9%,0.0,.,8.0,.,i,-4.2%,-12.8%,-15.5%,
Cn1c(=O)c2nc(Cl)n(Cc3ccc(Cl)cc3Cl)c2n(C)c1=O,-2.5%,1.0%,9.3%,11.0,2.5,4.0,4.5,i,1.8%,-10.9%,-4.2%,Spn DPM-DC inh pilot screen %=5.5
CCOC(=O)c1cc(-c2cccs2)nc2onc(C)c12,-4.4%,-7.7%,11.2%,0.0,.,11.0,.,.,7.1%,7.6%,-13.4%,
CN(CCC#N)C(=O)COC(=O)c1ccc(Cl)c(S(N)(=O)=O)c1,-0.9%,-4.0%,15.9%,0.0,1.5,11.0,4.5,i,0.3%,-6.1%,0.7%,Spn DPM-DC inh pilot screen %=2.0
Cc1c(C(Nc2ccccn2)c2ccc(Cl)cc2)c(=O)n(-c2ccccc2)n1C (stereo not drawn),4.2%,-6.1%,10.5%,8.0,.,10.0,.,i,0.7%,.,.,
c1ccc2c(c1)ccc1nnc(-c3ccc4c(c3)OCO4)n12,4.0%,-10.5%,9.4%,4.0,1.5,0.0,0.0,i,4.9%,-33.3%,-19.7%,Spn DPM-DC inh pilot screen %=5.0
CN(C)c1oc(-c2ccc(OCc3ccc(Cl)cc3)cc2)nc1C#N,29.1%,1.4%,5.2%,5.0,.,1.0,.,i,-0.9%,39.1%,51.7%*,
Cc1cc(C)n(-c2nc(SCC(=O)Nc3nccs3)c3c4c(sc3n2)COC(C)(C)C4)n1,-7.3%,-6.4%,10.7%,9.0,.,7.0,.,i,11.6%,-0.3%,-0.6%,
Cc1ccc(-n2c(C)cc(C(=O)CSc3nncs3)c2C)cc1,18.9%,-3.7%,-1.1%,0.0,.,11.0,.,i,4.6%,10.7%,-7.1%,
Cc1cc(Nc2ccc(Br)cc2F)n2nc(C)nc2n1,6.8%,-2.7%,-2.1%,11.0,.,10.0,.,i,15.0%,8.7%,3.9%,
CCOC(=O)c1cc2ccc(OC(=O)c3ccco3)cc2oc1=O,3.4%,4.2%,3.8%,9.0,.,5.0,.,.,10.7%,-22.0%,-19.9%,
Cn1cc(NC(=O)c2cc(NC(=O)c3cc(NC=O)cn3C)cn2C)cc1C(=O)NCCC(=N)N,3.0%,3.9%,8.1%,5.0,2.0,5.0,4.0,i,12.7%,-7.0%,-19.7%,Spn DPM-DC inh pilot screen %=0.0
O=C(CSc1nc2ccccc2nc1SCC(=O)N1CCOCC1)N1CCOCC1,5.7%,-3.8%,16.2%,0.0,0.5,0.0,0.0,i,6.3%,-5.3%,3.5%,Spn DPM-DC inh pilot screen %=0.0
O=C(Nc1ccc(S(=O)(=O)NCCc2ccccc2)cc1)c1ccc(Br)o1,4.7%,0.1%,21.2%,9.0,4.5,2.0,7.5,i,2.8%,12.0%,15.9%,Spn DPM-DC inh pilot screen %=1.0
O=c1ccc2cc3c([nH]c4ccc(Br)cc43)oc-2c1O,2.1%,3.6%,16.8%,12.0,0.0,6.0,5.0,i,16.1%,-6.8%,3.6%,Spn DPM-DC inh pilot screen %=0.5
COc1ccc(S(=O)(=O)N(CCc2ccccc2)CC(=O)NCCCO)cc1,-3.3%,-4.9%,3.1%,7.0,.,0.0,.,i,1.4%,2.7%,-12.7%,
CCOc1ccc(-c2nc(C#N)c(NCc3ccc4c(c3)OCO4)o2)cc1,4.8%,2.8%,13.2%,12.0,0.5,5.0,2.5,i,-10.3%,-7.9%,3.1%,Spn DPM-DC inh pilot screen %=13.5
CCOc1ccc(NC(=O)CSc2nnc(-c3ccncc3)n2CC2CCCO2)cc1 (stereo not drawn),-5.3%,-3.6%,6.7%,13.0,.,8.0,.,i,10.2%,-7.8%,-9.1%,
CCC1(C(=O)OC)NC(c2ccccc2OC)C2C(=O)N(C)C(=O)C21 (stereo not drawn),1.6%,-0.8%,3.5%,0.0,.,16.0,.,i,.,4.4%,2.4%,
O=C(Nc1ncccc1O)c1cccc(S(=O)(=O)N2CCc3ccccc32)c1,16.9%,-5.0%,-2.0%,0.0,.,17.0,.,i,12.0%,27.0%,18.7%,
O=C(Cn1cnc2c(nnn2Cc2ccc(Cl)cc2)c1=O)NCc1ccco1,1.9%,0.4%,5.3%,9.0,.,8.0,.,i,.,-0.2%,7.4%,
Cc1cc(C(=O)COc2ncnc3sccc23)c(C)n1C1CC1,8.3%,-9.6%,7.5%,6.0,.,10.0,.,i,.,-4.4%,-0.1%,
CC1Oc2ccccc2N(CC(=O)NCCc2ccccc2)C1=O (stereo not drawn),-6.2%,-7.9%,0.4%,5.0,.,17.0,.,i,.,-9.1%,0.9%,
COC(=O)c1ccc(CSc2nnc(-c3ccncc3)n2Cc2ccccc2)o1,-17.0%,-0.9%,3.2%,11.0,.,3.0,.,i,.,1.8%,8.7%,
COc1ccc(-c2nnc3ccc(SCC(=O)NCC4CCCO4)nn23)cc1 (stereo not drawn),-4.7%,-1.1%,3.9%,0.0,.,10.0,.,i,0.3%,-1.3%,-6.3%,
Cc1ccc(S(=O)(=O)N2CCCC2C(=O)NC2=NCCS2)cc1 (stereo not drawn),-3.7%,1.7%,2.4%,2.0,.,9.0,.,i,-1.6%,1.5%,4.5%,
COc1ccc(OC)c(S(=O)(=O)N2CCCCCC2)c1,7.2%,3.7%,6.7%,4.0,.,0.0,.,i,-0.7%,-5.9%,9.2%,
O=C(Nc1nc2c(ccc3ccccc32)s1)c1ccco1,1.8%,-0.5%,9.4%,0.0,.,3.0,.,i,9.5%,40.3%,29.0%,
CS(=O)(=O)N(CC(=O)NCc1ccco1)c1ccc(Cl)c(C(F)(F)F)c1,1.4%,5.5%,6.1%,2.0,.,2.0,.,i,10.7%,-13.7%,-5.5%,
CCOC(=O)N1CCN(CC(=O)c2ccc3c(c2)CCN3)CC1,6.7%,-13.1%,11.0%,0.0,.,13.0,.,i,9.3%,-5.9%,-6.1%,
CCCCOc1ccc(-c2c(C#N)c(N)nc(SCC(N)=O)c2C#N)cc1,-6.7%,0.9%,8.9%,12.0,.,5.0,.,i,2.6%,82.5%*,105.1%*,
CCOC(=O)c1ccc(CNC(=O)CSc2nnnn2-c2ccc(Cl)cc2)o1,16.4%,-2.7%,-2.2%,1.0,.,8.0,.,i,7.3%,-7.5%,7.2%,
O=C(c1ccc(CS(=O)(=O)c2ccc(Br)cc2)o1)N1CCCCCC1,-6.6%,0.1%,7.4%,0.0,.,4.0,.,i,-7.5%,-3.0%,-0.9%,
COc1ccc(-c2c(C)oc3c(CN4CCCCC4C)c(O)ccc3c2=O)cc1OC (stereo not drawn),1.9%,-4.1%,8.9%,2.0,.,7.0,.,.,.,-10.4%,-9.9%,
O=C(c1ccccc1Cl)N1CCc2ccccc2C1,-1.4%,-3.0%,18.5%,14.0,1.5,1.0,2.0,i,-3.7%,-16.1%,-4.5%,Spn DPM-DC inh pilot screen %=1.0
CCN(CCCNC(=O)COc1cc(=O)n(CC)c2ccccc12)c1ccccc1,-13.3%,6.1%,11.3%,1.0,0.0,14.0,3.0,i,11.8%,14.0%,16.6%,Spn DPM-DC inh pilot screen %=0.0
CC(C)(C)NC(=O)CN1CCC(O)(c2ccccc2)CC1,4.1%,-4.4%,10.1%,6.0,.,9.0,.,i,2.7%,-10.4%,-5.2%,
COc1ccc(N(CC(=O)Nc2cccc(C)c2C)S(=O)(=O)c2c(C)n[nH]c2C)cc1,6.9%,3.3%,-14.9%,3.0,.,9.0,.,i,-2.7%,-8.4%,0.1%,
Cc1ccc(-c2ccc(=O)[nH]n2)cc1,4.5%,.,.,0.0,.,11.0,.,i,.,.,.,
O=C(CN1c2cccc3cccc(c23)S1(=O)=O)NCc1ccc2c(c1)OCO2,8.3%,4.3%,2.8%,2.0,.,2.0,.,i,1.9%,-20.3%,-8.1%,
Cc1cc(C)nc(N2CCCC(C(=O)NCc3cccs3)C2)n1 (stereo not drawn),-3.4%,-5.7%,11.0%,11.0,.,14.0,.,i,.,-4.7%,-4.8%,
Cc1ccc2c(c1)N(C(C)C(=O)NCCc1ccccc1)C(=O)CO2 (stereo not drawn),4.5%,1.2%,7.6%,11.0,.,7.0,.,i,-7.1%,-4.5%,-4.9%,
O=C(O)c1ccc2c(c1)[C@@H]1C=CC[C@@H]1[C@H](c1ccccn1)N2,2.1%,20.4%,2.0%,7.0,.,16.0,.,i,3.9%,-7.5%,-6.1%,
CC1CCN(c2oc(-c3ccccc3F)nc2C#N)CC1,6.0%,-9.4%,11.6%,5.0,4.5,0.0,1.0,.,4.5%,-13.0%,-22.5%,
O=C(COc1nnc2ccccn12)N1CCN(S(=O)(=O)c2ccccc2)CC1,3.0%,2.3%,14.0%,12.0,3.0,13.0,1.5,.,.,-4.3%,6.5%,
CC1CN(S(=O)(=O)c2ccc(NC(=O)c3cc(-c4ccccc4O)n[nH]3)cc2)CC(C)O1 (stereo not drawn),1.0%,-5.9%,6.0%,3.0,.,7.0,.,i,.,-9.0%,-1.7%,
O=C(CN1C(=O)c2ccccc2S1(=O)=O)NCc1ccccc1Cl,0.1%,-5.7%,14.0%,1.0,0.0,6.0,7.5,i,3.4%,-4.0%,12.8%,Spn DPM-DC inh pilot screen %=4.0

# Looked up one by one from the list above, 3 records:
SMILES,HT1080 viability,Bfl-1 inhibitors,Alkaline phosphatase,Spn MK inh,Spn MK inh pilot replicates,PMK inhibit,PMK inhibit pilot replicates,Spn DPM-DC inh,LYP inhibition,HPDE-C7 cytotoxicity,KRASV12 cytotoxicity,others
COc1ccc(N(CC(=O)Nc2cccc(C)c2C)S(=O)(=O)c2c(C)n[nH]c2C)cc1,6.9%,3.3%,-14.9%,3.0,.,9.0,.,i,-2.7%,-8.4%,0.1%,
Cc1ccc(-c2ccc(=O)[nH]n2)cc1,4.5%,.,.,0.0,.,11.0,.,i,.,.,.,
CC1CN(S(=O)(=O)c2ccc(NC(=O)c3cc(-c4ccccc4O)n[nH]3)cc2)CC(C)O1 (stereo not drawn),1.0%,-5.9%,6.0%,3.0,.,7.0,.,i,.,-9.0%,-1.7%,

# High-throughput results as filed in PubChem.
